Screens: PubChem, several laboratories
NPR2 activator – human GC-B receptor activators, primary screen, HEK293 GC-B cells, cGMP TR-FRET, EC30 CNP. 370,000 tested, 0.11% active. activation, % at 10 µM. 0% at EC30 CNP, 100% saturating CNP. Atrial natriuretic peptide receptor 2 (Homo sapiens), P20594. AID 1920062, 2024;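 active = activation at 10 µM reaching about 35% in either raw or pattern-adjusted values, limit read from the data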
ssDAF-12 act – S. stercoralis DAF-12 nuclear receptor activators, primary screen, cell-based, luminescence, HEK293, GRIP1 co-expression, lit1-tk-luc | HEK293 ssDAF-12/GRIP1 lit1-tk-luc reporter; % of 3 µM dafachronic acid response | 370,000 tested, 1% active | activation, % at 6.8 µM | Nuclear hormone receptor DAF-12 (Strongyloides stercoralis);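 active = activation above the mean over all tested compounds plus 3 SD, cut at about 0.9% in these data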;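 note: 0% = DMSO-only wells and 100% = 3 µM delta7-dafachronic acid wells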
SMARCA2 activ – SMARCA2 (BRM) function activators, primary screen, cell-based, luminescence, high throughput; activation, % at 9.1 µM; 370,000 tested, 1% active; MG213 cells, MMTV-luciferase reporter, dexamethasone, overnight; in the data active = activation above about 7.8%;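 note: 0% = vehicle wells and 100% = reference activator wells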
hgDAF-12 ag – H. glycines DAF-12 receptor agonists, primary screen, cell-based, luminescence, HEK293, GAL4 fusion, UAS-luciferase; AID 687014, 2013; HEK293 GAL4-hgDAF12 UAS-luciferase reporter, agonist luminescence; normalized to butyrate control; Nuclear hormone receptor DAF-12 (Heterodera glycines), GAL4 fusion; 370,000 tested, 1.8% active; activation, % at 6.8 µM;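 active = activation above a cutoff set at the mean of all screened compounds plus 3 SD, cut at about 10% in these data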;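 note: 0% = DMSO wells and 100% = sodium butyrate wells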
FXN GAA850 act – FXN promoter activators, primary screen, cell-based, luciferase luminescence, HEK293 lucGAA850; HEK293 lucGAA850 FXN promoter luciferase reporter, 24 h; percent of 10 µM SAHA response; activation, % at 6 µM; 360,000 tested, 0.56% active;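 active = activation above the average of all compounds screened plus 3 SD, cutoff fixed separately per campaign, cut at about 7.5% in these data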;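 note: 0% = DMSO wells and 100% = 10 µM SAHA wells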
DAX1 inh-1 – DAX1 (NR0B1) inhibitors, primary screen, cell-based, HEK293, Gal4-DAX1, luciferase luminescence | Nuclear receptor subfamily 0 group B member 1 (Homo sapiens), P51843 | HEK293 Gal4-DAX1 luciferase reporter | inhibition, % at 6.75 µM | 340,000 tested, 0.99% active | AID 504766, 2011;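 active = inhibition above the mean over all tested compounds plus 3 SD, cut at about 4.2% in these data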;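 note: 0% = DAX1-transfected cells with DMSO and 100% = empty-vector control cells with DMSO; inhibition shows as a rise in luminescence from relieved DAX1 repression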
HGIII-sPLA2 inh – human group III sPLA2 inhibitors, primary screen, biochemical, QFRET, BODIPY PC-A2 liposome substrate | 370,000 tested, 0.56% active | Group 3 secretory phospholipase A2 (Homo sapiens), Q9NZ20 | AID 743126, 2013 | inhibition, % at 12.2 µM | QFRET BODIPY PC-A2 liposome hydrolysis, fluorescence;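 active = inhibition above mean plus 3 SD of compounds lying within the high and low control bounds, cut at about 19% in these data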;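 note: 0% = median of test compound wells and 100% = no enzyme DMSO wells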
Target sequence (Q9NZ20 whole entry, looked up): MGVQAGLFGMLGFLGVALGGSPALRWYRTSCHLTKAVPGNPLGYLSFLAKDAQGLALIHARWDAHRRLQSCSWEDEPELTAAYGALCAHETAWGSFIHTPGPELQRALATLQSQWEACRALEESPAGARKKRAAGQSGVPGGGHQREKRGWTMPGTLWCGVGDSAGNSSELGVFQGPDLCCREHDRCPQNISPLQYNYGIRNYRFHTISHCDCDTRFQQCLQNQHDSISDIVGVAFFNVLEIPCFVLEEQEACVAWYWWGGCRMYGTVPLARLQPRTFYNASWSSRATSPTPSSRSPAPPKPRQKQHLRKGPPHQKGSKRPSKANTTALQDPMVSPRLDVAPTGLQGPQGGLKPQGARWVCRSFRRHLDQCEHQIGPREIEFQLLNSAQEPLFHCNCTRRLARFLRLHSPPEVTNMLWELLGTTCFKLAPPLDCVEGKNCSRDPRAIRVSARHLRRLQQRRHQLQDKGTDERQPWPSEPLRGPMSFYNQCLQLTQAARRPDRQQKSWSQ
ADAM10 inh – human ADAM10 inhibitors, primary screen, biochemical, QFRET, HTS | AID 720582, 2013 | Disintegrin and metalloproteinase domain-containing protein 10 (Homo sapiens), O14672 | inhibition, % at 7 µM | 370,000 tested, 0.62% active | recombinant ADAM10, EDANS/DABCYL FRET peptide cleavage, 3 h;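 active = inhibition above a per-campaign cutoff equal to the mean of compounds falling between control-based bounds plus 3 SD, cut at about 20% in these data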;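 note: 0% = DMSO wells while the 100% control is not disclosed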
Target sequence (O14672 214-748 limits assumed): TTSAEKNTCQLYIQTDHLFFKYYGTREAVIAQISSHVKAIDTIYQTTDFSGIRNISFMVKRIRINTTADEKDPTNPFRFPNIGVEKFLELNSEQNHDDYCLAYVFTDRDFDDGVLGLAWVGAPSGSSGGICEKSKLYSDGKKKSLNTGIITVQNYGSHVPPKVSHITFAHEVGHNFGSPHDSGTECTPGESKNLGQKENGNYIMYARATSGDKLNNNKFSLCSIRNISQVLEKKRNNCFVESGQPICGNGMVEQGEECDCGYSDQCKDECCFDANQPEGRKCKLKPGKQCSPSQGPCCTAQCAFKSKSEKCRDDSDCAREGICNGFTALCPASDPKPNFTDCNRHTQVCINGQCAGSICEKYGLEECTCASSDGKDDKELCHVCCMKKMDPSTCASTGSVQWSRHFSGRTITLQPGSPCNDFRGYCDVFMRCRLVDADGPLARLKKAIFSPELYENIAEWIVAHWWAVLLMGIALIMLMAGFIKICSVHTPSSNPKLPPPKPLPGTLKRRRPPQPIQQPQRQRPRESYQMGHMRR
hcDAF-12 act – H. contortus DAF-12 nuclear receptor activators, primary screen, cell-based, luminescence, HEK293, lit1-tk-luc reporter; HEK293 hcDAF-12 lit1-tk-luc reporter; 0% DMSO, 100% Δ7-dafachronic acid; activation, % at 6.8 µM; 370,000 tested, 1.4% active;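 active = activation above the mean of all tested compounds plus 3 SD, cut at about 5.5% in these data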;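 note: 100% = response to 3 µM Δ7-dafachronic acid high control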
NPR1 activator – GC-A stimulated cGMP production enhancers – HEK293 GC-A cells, cGMP TR-FRET, EC30 ANP, primary screen | 370,000 tested, 0.14% active | 0% at EC30 ANP, 100% saturating ANP | Atrial natriuretic peptide receptor 1 (Homo sapiens), P16066 | activation, % at 10 µM; in the data active = activation above about 40%
DAX1 inh-2 – DAX1 (NR0B1) inhibitors on StAR promoter, primary screen, cell-based, luminescence, SF-1 (NR5A1), full-length DAX-1; 370,000 tested, 1.1% active; HEK293T StAR-luciferase reporter, SF-1/DAX-1 repression relief; AID 652010, 2013; inhibition, % at 6.8 µM;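 active = inhibition above the mean over all tested compounds plus 3 SD, cut at about 3.6% in these data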;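 note: 0% = DAX-1 cells with DMSO and 100% = cells lacking DAX-1 with DMSO; higher inhibition means more luminescence from relief of DAX-1 repression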
* = called active by the depositor; i = inactive; . = no result given. Outcome played no part in choosing rows; 6.6% or so of the library scored in one or more.

SMILES | NPR2 activator | ssDAF-12 act | SMARCA2 activ | hgDAF-12 ag | FXN GAA850 act | DAX1 inh-1 | HGIII-sPLA2 inh | ADAM10 inh | hcDAF-12 act | NPR1 activator | DAX1 inh-2
O=C(COC(=O)c1ccc2c(c1)OCCO2)NCCc1ccc(F)cc1 | -1 | -0.9 | -2 | 0.5 | -1.9 | 1.2 | -4 | 2 | 1.3 | 0 | -0.7
C=C(CCO)C1=CCN(S(=O)(=O)C(C)(C)C)[C@H]1CCO | 0 | -1.5 | -3 | -1.9 | -1.3 | 1.9 | 8 | -7 | -0.4 | -3 | -0.9
COc1ccccc1OCC(=O)Nc1ccccc1C(=O)NCc1cccnc1 | 0 | -0.9 | -4 | -0.8 | 1.8 | 1.9 | -3 | 1 | -0.8 | -4 | 0.6
CCc1nc2c(OCc3ccc(F)c(F)c3)cccn2c1N(C)C(=O)c1cccs1 | 1 | -1.5 | -8 | -1.7 | -0.6 | . | 0 | 3 | -2.1 | -3 | 0.6
Cc1cccc(C(=O)NNC(=O)CSc2nnc(C(C)C)n2C)c1 | -1 | -0.7 | 0 | -0.3 | 1.7 | -0.2 | 2 | -1 | 0.8 | 2 | 0.2
Cc1nnc(NC(=O)CN2CCN(Cc3ccccc3Cl)CC2)s1 | 12 | -1.7 | 3 | -0.5 | 3.4 | 1.8 | -2 | 7 | 0.4 | 6 | 0.2
c1ccc(-c2csc3nnc(SCc4ccc5c(c4)OCO5)n23)cc1 | -1 | -1.5 | 2 | -2.5 | 2.8 | -1.8 | -3 | 0 | -4.2 | -3 | -1.2
CC(C)C[C@@H](CN1CCCC1CN1C(=S)NC[C@@H]1Cc1ccc(O)cc1)N1C[C@H](Cc2ccccc2)N(CC2CCCCCC2)C1=S (some centres undefined) | 3 | -0.2 | 6 | 3.4 | 4.5 | -1.2 | -20 | 1 | 3.5 | 4 | 2.1
CCOc1ccc2nc(NC(=O)C(NS(=O)(=O)c3cccc4nsnc34)C(C)C)sc2c1 (centres undefined) | 2 | -1.1 | -2 | 1.4 | -0.3 | 0.7 | -24 | 1 | -1.9 | 8 | 1.3
COc1ccc(C(=O)OCn2nnc3ccccc3c2=O)cc1 | -4 | -0.8 | -3 | -0.9 | 1.6 | -0.9 | -3 | 3 | 0.6 | 2 | -0.6
CSc1nc2nc(Cl)c(Cl)nc2[nH]1 | -3 | -0.7 | -1 | -1.1 | 2.5 | 0.9 | 4 | i | 0.2 | 1 | -0.4
CC1CCc2nn(CC(=O)N3CCCCCC3)cc2C1 (centres undefined) | 0 | -1.0 | -2 | -0.8 | -0.6 | 1.8 | 2 | -11 | -0.8 | 1 | 0.3
Cc1ccccc1NC(=O)Cn1c(=O)oc2ccccc21 | 1 | -1.6 | -2 | -0.7 | 1.7 | -0.8 | 2 | 7 | 0.8 | 6 | -0.6
Cc1cccc(Oc2ccc(S(=O)(=O)N3CCCCC3)cc2N)c1 | -3 | -1.4 | -7 | 1.0 | 0.3 | -2.2 | -6 | 2 | 0.1 | 5 | -0.8
O=CNCC(=O)NCCc1ccc(Cl)cc1 | 0 | -1.4 | -1 | -1.5 | 1.4 | 0.3 | 4 | 0 | 0.7 | 3 | -0.2
COc1ccc(C2=C(c3ccc([N+](=O)[O-])cc3)C(=O)OC2)cc1 | 9 | -1.0 | -1 | 2.7 | -1.5 | -0.2 | 5 | 0 | 0.8 | 2 | 0.1
Cc1ccc(Cl)cc1NC(=S)N(CCCN1CCN(C)CC1)Cc1cccs1 | -10 | -1.7 | -4 | -2.7 | -0.1 | -0.5 | 7 | -5 | -1.3 | -5 | -0.5
CCc1ccccc1N(CC(=O)N1CCN(c2ccccc2)CC1)S(C)(=O)=O | 0 | -1.3 | -1 | 0.2 | -0.6 | 0.7 | -7 | -4 | -0.2 | -2 | 0.0
CC(=O)c1cn(CC(=O)Nc2ccccc2F)c2ccccc12 | 4 | -2.1 | -2 | -4.5 | 1.2 | -0.9 | 3 | 13 | -2.1 | 4 | -1.0
COc1ccc(CNC(=O)c2cccc3c(-c4cnn(C)c4)coc23)cc1OC | 10 | -2.5 | -3 | -8.9 | -2.6 | . | -6 | 2 | -3.8 | 6 | -4.5
COc1ccc(NC(=O)c2sccc2C)cn1 | 1 | -0.5 | 14* | 4.3 | 4.3 | 0.0 | -1 | 2 | 0.7 | 1 | 2.8
O=C(CSc1nnc(NC2CCCCC2)s1)NN1C(=O)NC2(CCCCC2)C1=O | 2 | -1.7 | -3 | -2.9 | 2.7 | 0.8 | -2 | -4 | -0.7 | 0 | 0.5
COCCCNc1oc(-c2cccs2)nc1S(=O)(=O)c1ccc(C)cc1 | 4 | -1.9 | 0 | -1.4 | -3.0 | 0.0 | -7 | -10 | -0.6 | -1 | 0.1
c1ccc(Cn2nnc3c(NCC4CCCO4)ncnc32)cc1 (centres undefined) | 2 | -0.1 | -3 | -0.3 | -0.4 | -0.1 | -2 | -2 | -0.1 | 2 | -0.1
CC(C)(C)SCCNC(=O)c1cccc([N+](=O)[O-])c1 | 9 | -0.1 | 1 | 3.9 | 3.7 | 0.2 | 9 | -2 | -1.3 | 0 | 0.1
CC1=C(C(=O)OCC2CCCO2)C(c2coc3ccc(Cl)cc3c2=O)C2=C(CCCC2=O)N1 (centres undefined) | -4 | -0.3 | 0 | -1.5 | 0.9 | 8.9* | -5 | -13 | 2.7 | -7 | -1.2
COc1ccc(N)c2c1C(=O)c1ccccc1C2=O | -8 | -0.9 | 8.3* | 2.6 | 5.2 | -0.6 | 33* | -1 | 0.3 | -6 | 1.0
O=C(Nc1cccc(S(=O)(=O)NC2=NCCC2)c1)c1cc(=O)[nH]c2ccccc12 | -5 | -0.3 | -3 | 1.5 | -0.6 | -0.1 | 10 | -34 | 2.0 | -3 | -0.8
CC(=O)N(C(C)=O)n1c(C)nc2sc3c(c2c1=O)CCCC3 | 2 | -0.7 | -1 | 1.4 | 5.2 | 3.2 | 6 | -5 | 1.6 | 1 | -0.5
O=C(CN1c2cccc3cccc(c23)S1(=O)=O)Nc1c(F)c(F)c(F)c(F)c1F | 3 | -0.5 | 0 | -1.4 | 0.5 | -1.1 | 13 | 3 | -1.5 | -9 | 0.2
O=C(c1cccc(Cl)c1)N1CCN(CCCc2ccccc2)CC1 | 1 | -1.4 | 0 | 1.1 | 0.3 | -1.7 | -12 | 0 | -0.7 | 4 | -0.1
CCn1ncc2c1C(=O)NC1c3ccccc3C(=O)N21 (centres undefined) | 1 | -0.9 | 3 | 1.8 | 1.8 | 0.2 | 0 | -1 | -1.3 | 1 | -0.4
CCOc1ccc(CCN2C(=O)C(=O)N([C@@H](Cc3ccccc3)CN3CCC[C@H]3CN3C(=O)C(=O)NC[C@@H]3Cc3ccccc3)C[C@@H]2Cc2ccccc2)cc1 | -8 | -1.0 | -2 | 1.3 | . | . | -6 | 8 | -2.9 | -2 | -3.0
O=C(O)CC(CP(=O)(c1ccccc1)c1ccccc1)C(=O)O (centres undefined) | 9 | -2.0 | 0 | -0.9 | 2.3 | 0.8 | 2 | 7 | -2.2 | 3 | -0.7
O=C(CCC(=O)Nc1ccccc1Cl)N/N=C/c1c[nH]c2ccccc12 | 1 | -0.3 | 3 | -0.7 | 1.6 | 1.6 | -10 | -2 | 5.2 | -3 | 0.3
Cc1cc(-c2ccccc2)cc(=O)[nH]1 | -3 | -0.7 | -4 | 2.3 | 1.0 | 1.3 | 10 | -38 | -1.8 | -1 | 0.7
Cc1ccc(NC(=S)N2CCCCC2)cc1C | -1 | -0.1 | 1 | -0.9 | -0.3 | 1.1 | 5 | 6 | 0.6 | 4 | 0.5
COC(=O)c1ccc(C(=O)NC2CC(C)(C)Cc3c2cnn3-c2ccc(F)cc2)nc1 (centres undefined) | 2 | -1.4 | 1 | 3.6 | -2.9 | -1.7 | -4 | -8 | -1.1 | -2 | 2.4
Cc1c(NC(=O)c2cc(=O)[nH]c3ccccc23)c(=O)n(-c2ccccc2)n1C | 2 | -1.2 | -3 | 0.0 | 0.8 | 1.4 | 16 | 1 | -1.6 | 3 | -0.6
COc1ccc(NC(=O)CSCC(=O)N(C)Cc2ccc(Cl)c(Cl)c2)cc1 | -14 | -1.0 | 4 | -1.1 | 0.5 | 1.7 | -27 | 12 | -2.1 | -4 | -1.4
Cc1noc(C)c1COc1ccc(C(=O)N2CCC(C)CC2)cc1 | 2 | -1.7 | 1 | 1.1 | 1.9 | 0.8 | 0 | -2 | -0.9 | 1 | -1.6
CCc1nc(SCC(=O)NCCc2ccccc2)n[nH]1 | -4 | -0.7 | 1 | 2.5 | -0.4 | 0.7 | 0 | -3 | 0.7 | 3 | -0.3
CCOC(=O)CSc1nc2sc(C(=O)O)c(C)c2c(=O)[nH]1 | 7 | -0.9 | 0 | 0.8 | -2.2 | -0.3 | 5 | -15 | 0.7 | -1 | 0.4
CC1CCC(NC(=O)c2ccc(COc3ccccc3)o2)CC1 (centres undefined) | 3 | -0.7 | 3 | -0.6 | -0.2 | 1.0 | -4 | 5 | 0.3 | 0 | 0.3
CC1Cc2ccccc2N1C(=O)C1CCN(S(=O)(=O)Cc2ccccc2)CC1 (centres undefined) | 6 | -0.9 | -1 | -3.6 | 1.5 | 0.0 | -1 | 4 | -3.7 | -2 | -0.8
CC(=O)OC1OCCOC1NC(=S)Nc1ccc(C)cc1 (centres undefined) | 2 | -1.2 | 5 | -1.0 | -0.3 | -0.3 | 2 | 3 | -0.5 | 1 | 0.0
COc1ccc(Br)cc1C(=O)Nc1nnn(C)n1 | 3 | -1.1 | -2 | 0.1 | -0.3 | 0.5 | 1 | -7 | -2.0 | -2 | -0.1

Printed as active in HGIII-sPLA2 inh (from the list above):
compound	NPR2 activator	ssDAF-12 act	SMARCA2 activ	FXN GAA850 act	DAX1 inh-1	HGIII-sPLA2 inh	ADAM10 inh	hcDAF-12 act	NPR1 activator	DAX1 inh-2
COc1ccc(N)c2c1C(=O)c1ccccc1C2=O	-8	-0.9	8.3*	5.2	-0.6	33*	-1	0.3	-6	1.0
